# hiPSC survival – increases survival of single human iPS cells | hiPSC single-cell survival, ATPlite luminescence; 100% = ROCK inhibitor wells, 0% = DMSO | survival enhancement, % at 20 µM | 360,000 compounds, 0.044% hits; in the data active means survival enhancement above about 18%;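 further: cells exposed to compounds for 16 hours before the ATP read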
# Granule exo inh – blocks lytic granule exocytosis; TALL-104 LAMP-1 surface exposure, flow cytometry; cells stimulated with thapsigargin and PMA; inhibition, % at 10 µM; 360,000 compounds, 0.66% hits;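 active means inhibition above about 55%, limit read from the data; inconclusive means no clear call, values can overlap the other calls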
# aDG glyco act – alpha-DG glycosylation activation | AID 624168 | 360,000 compounds, 0.22% hits | activation, % at 10 µM | Pro5-aDG cells, alpha-DG glycosylation AlphaScreen (IIH6); 0% Pro5, 100% B10-LARGE cell signal;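 active means activation of at least 8% versus controls, or a plate z-score of at least 8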;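 further: Pro5 are CHO cells carrying HIG-tagged alpha-DG that lacks glycosylation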
# CaV13 ICDI inh – Primary screen for inhibitors of IQ motif and Ca2+-dependent inactivation inhibitor domain binding in CACNA1D, Förster resonance energy transfer in living cells, …; HEK cells, CFP/YFP FRET ICDI-IQ, plate reader, 10 min; percent FRET-ratio fall versus neutral wells; 340,000 compounds, 0.098% hits; inhibition, % at 12.3 µM;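 active means mean replicate inhibition of at least 30% and at least 1% of replicates passing that level; inconclusive means only one of the two criteria is met; inactive means neither criterion is met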;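 further: 0% = median of the neutral control wells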
# HTR2A ag – activates the mouse 5-HT2A serotonin receptor | AID 624169 | 360,000 compounds, 0.66% hits | activation, % at 7.6 µM | P35363 | CHO-K1 mHTR2A beta-arrestin complementation, luminescence; percent of 30 µM serotonin response;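 active means activation above a run cutoff, the mean activation of all tested compounds plus 3 SD, cut at about 14% in these data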;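 further: 0% = plate median of compound wells and 100% = 30 µM serotonin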
# Glyco luc inh – N-linked glycosylation inhibition; D54 ERlucT glycosylation luciferase reporter, 24 h; percent of 100 nM tunicamycin response; 360,000 compounds, 0.23% hits; AID 588692; reporter increase, % at 12.5 µM;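 active means mean luciferase reporter signal, scaled so untreated is 0 and the glycosylation-blocking control 100, at or above a set limit in every replicate; inconclusive means mean reaches the limit but not every replicate does; inactive means mean below the limit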;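 further: luciferase carries N-glycosylation sites so blocking glycosylation raises the light; 0% = median of neutral control wells and 100% = median of 100 nM tunicamycin wells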
# H9c2 protect – myocardial damage modulation in H9c2 cells; H9c2 cardiomyocytes, H2O2 injury protection, ATPLite, 2 h; protection from H2O2 cell death, % at 20 µM; 360,000 compounds, 0.63% hits;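 active means compounds giving at least 50% protection of heart cells from peroxide-induced death in the single-dose screen, raw or plate-pattern-corrected value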;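 further: 0% = DMSO wells with peroxide and 100% = DMSO wells without peroxide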
# ABCB6 inh 2 – human ABCB6 transporter inhibition; Q9NP58; AID 602162; K562-ABCB6 porphyrin accumulation, flow cytometry, 1 h; stronger effect = lower value; 360,000 compounds, 0.19% hits; fluorescence ratio to DMSO, % at 10 µM;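 active means fluorescence ratio to DMSO below 75%, the collection mean minus 3 SD; inconclusive means too few cells collected in the well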;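 further: signal is porphyrin accumulated inside mitochondria; 100% equals median channel fluorescence of DMSO control wells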
# Target sequence (Q9NP58 whole entry, looked up): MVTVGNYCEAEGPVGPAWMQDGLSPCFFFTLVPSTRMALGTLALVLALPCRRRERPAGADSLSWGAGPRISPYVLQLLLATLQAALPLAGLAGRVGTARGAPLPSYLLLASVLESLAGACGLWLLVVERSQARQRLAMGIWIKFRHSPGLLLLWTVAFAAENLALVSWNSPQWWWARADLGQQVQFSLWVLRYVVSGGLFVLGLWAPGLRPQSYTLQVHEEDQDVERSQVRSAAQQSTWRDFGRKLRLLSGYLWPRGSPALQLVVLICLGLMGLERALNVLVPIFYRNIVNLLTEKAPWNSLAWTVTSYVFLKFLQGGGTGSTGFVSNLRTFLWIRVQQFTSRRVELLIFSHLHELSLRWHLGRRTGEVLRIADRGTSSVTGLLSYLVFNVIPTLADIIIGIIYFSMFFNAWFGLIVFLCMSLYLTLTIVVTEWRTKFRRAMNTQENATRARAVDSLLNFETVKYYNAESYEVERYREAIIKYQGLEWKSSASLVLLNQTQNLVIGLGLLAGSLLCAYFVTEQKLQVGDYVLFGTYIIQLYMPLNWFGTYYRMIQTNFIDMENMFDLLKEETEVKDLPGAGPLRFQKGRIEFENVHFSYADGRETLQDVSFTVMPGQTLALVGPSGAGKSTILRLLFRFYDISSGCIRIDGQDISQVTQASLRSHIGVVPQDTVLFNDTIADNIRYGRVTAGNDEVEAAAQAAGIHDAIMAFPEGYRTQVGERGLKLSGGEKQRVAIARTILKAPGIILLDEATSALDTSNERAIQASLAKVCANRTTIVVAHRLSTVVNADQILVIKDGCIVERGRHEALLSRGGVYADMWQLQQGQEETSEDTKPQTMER
# PDI turbidity – PDI (human) enzyme inhibition; AID 588391; inhibition, % at 10 µM; PDI insulin aggregation turbidity, A650, 90 min; 350,000 compounds, 0.052% hits;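 active means mean inhibition across replicates of 30% or more, whatever share of single replicates reach that level; inconclusive means mean inhibition below 30% while every single replicate reaches 30%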;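 further: absorbance from insulin aggregation driven by PDI reduction with DTT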
# Vif inh – inhibitors of HIV Vif; HEK293T cells, Vif self-association by quenched fluorescence, imaging, 24 h; inhibition, % at 7.49 µM; 340,000 compounds, 0.35% hits; AID 602346; in the data active means inhibition above about 50%, passing the limit was not always enough; inconclusive means no clear call, values can overlap the other calls; inactive means below about 31%; further: some results filed as inactive read as strong as hits
# * marks the source's active call; other numbers are inactive results; ? = inconclusive; . = no result given.
SMILES,hiPSC survival,Granule exo inh,aDG glyco act,CaV13 ICDI inh,HTR2A ag,Glyco luc inh,H9c2 protect,ABCB6 inh 2,PDI turbidity,Vif inh
CC(=O)NC(NC(=S)Nc1ccccc1Br)C(Cl)(Cl)Cl (centres undefined),-0.1,1,0.0,-5,-1,0,3,100,6,-3
O=C(NCCc1ccccc1)C(=O)NC1CCCCC1,-1.6,-2,-0.1,-8,5,1,-4,98,3,6
CCN(Cc1ccccc1)C(=O)CCc1nnc(CCCc2ccccc2)o1,1.8,-3,-0.1,-8,3,0,1,92,4,-10
Cc1ccc(C)c(N2CCN(C(=O)C34CC5CC(C3)CC(n3nnc(C)n3)(C5)C4)CC2)c1,-0.6,12,0.1,-5,-2,-3,14,96,3,-14
COC(=O)C1CN(C(=O)C(C)Oc2ccccc2Cl)c2ccccc2O1 (centres undefined),0.5,12,-0.1,-13,0,0,6,95,0,5
Cn1c(=O)c2c(n(C)c1=O)=NC1(CCCCC1)N=2,-0.8,-2,0.2,-5,-1,0,3,89,7,2
O=C(CCn1c(=S)oc2ccccc21)Nc1ccc(F)cc1,8.5,1,0.2,-2,0,-1,-3,103,1,0
Cc1ccc(C)c(OCC(=O)Nc2cccc(S(=O)(=O)NC3=NCCCCC3)c2)c1,-0.4,-1,0.0,.,0,-3,-8,101,5,-7
CCC(CO)Oc1cc(NCc2cccc(OC)c2)c2ncn(C(C)C)c2c1 (centres undefined),3.7,-1,-0.2,-4,-2,3,-4,115,-3,20
O=C(Nc1ncc(Cc2cccc(Cl)c2)s1)C1=NCCN1,2.6,-2,0.4,-4,-7,11,21,103,-2,10
OCC1CCCCN1CCNCc1cn[nH]c1-c1cccc2ccccc12 (centres undefined),-1.0,-5,-0.1,0,1,2,6,101,8,-8
COc1ccc(F)cc1-c1cc(C(=O)Nc2cccnc2)[nH]n1,1.9,-5,0.0,-8,-5,5,10,96,-1,6
COCc1ccc(CN2CCCC(CO)(Cc3cccc(OC)c3)C2)o1 (centres undefined),-0.4,1,-0.1,-5,-4,0,1,103,3,-5
COc1cc(O)cc(/C=C/c2ccccc2)c1,-3.4,26,0.0,-6,3,-5,-11,96,-5,-21
Fc1cccc(Cc2c(C3CCCCC3)nc3ccc(Br)cn23)c1,2.5,-2,-0.2,-8,-7,-1,-6,85,.,.
CCN(CC(=O)NCc1cccs1)C(=O)COc1ccc(C(N)=O)cc1,-0.4,5,0.0,-7,3,1,6,98,-2,-9
O=C(c1ccc(O)cc1)c1ccc(O)cc1O,0.1,-2,-0.3,-4,-4,4,0,98,13,-3
C=CCNC(=O)c1ccc(-c2nc3ccccc3nc2-c2ccccc2)cc1,-0.2,2,-0.1,-5,4,1,8,95,-8,-13
CN(C)c1ccc(NC(=O)Nc2ccc3c(c2)c(=O)n(C)n3-c2ccccc2)cc1,-1.9,-5,0.1,-5,-4,0,-10,100,2,8
CCn1nc(NC(=O)CC(C)C)c2cc3ccc(C)cc3nc21,0.0,6,0.1,-4,14*,1,0,103,5,-11
CCCC(=O)Nc1nnc(-c2ccco2)s1,2.9,1,0.0,-2,-1,7,3,92,8,-20
CC(C)CCNC(=O)C1CC(c2cccc(F)c2)=NO1 (centres undefined),-0.2,0,0.0,-11,-1,3,-1,101,-1,-8
Cn1c(N)c(C(=O)CNC2CCCCC2)c(=O)n(C)c1=O,-0.7,6,-0.1,-6,6,0,4,101,1,14
O=C(CNc1cc(S(=O)(=O)N2CCOCC2)ccc1NCC1CCCO1)Nc1cccc(F)c1 (centres undefined),-0.3,-5,-0.1,-6,-5,4,0,108,1,5
Cn1c(=O)cc2c3c(c(N4CCCCC4)ccc31)C(=O)c1ccccc1-2,-0.1,28,-0.5,-5,9,28*,36,165,3,-11

# Carrying on:
SMILES,hiPSC survival,Granule exo inh,aDG glyco act,CaV13 ICDI inh,HTR2A ag,Glyco luc inh,H9c2 protect,ABCB6 inh 2,PDI turbidity,Vif inh
O=C(CN1C(=O)NC2(CCCC2)C1=O)N1CCN(S(=O)(=O)c2cccc(C(F)(F)F)c2)CC1,1.8,-1,0.0,-6,-3,3,-2,100,-1,-1
O=C(N/N=C/c1ccccn1)c1ccc(S(=O)(=O)N2CCCCCC2)cc1,-1.9,-8,-0.3,-3,-4,0,3,81,-4,-2
COc1cc(C)c(C(N)=O)c(OC)n1,-1.8,0,0.0,-3,2,2,-5,102,2,-2
O=c1c2ccccc2sc2ccc(C#CC3(O)CCCCC3)cc12,-4.2,4,-0.1,-10,-2,-19,-31,97,2,-9
CC(CC(=O)Nc1cc(S(=O)(=O)N2CCOCC2)ccc1OCC(F)(F)F)c1ccccc1 (centres undefined),2.4,3,0.1,-5,4,-3,2,80,3,-1
Cc1cccc(N(Cc2cc3ccccc3[nH]c2=O)C(=O)c2cccs2)c1,-0.4,-2,0.1,-3,3,-3,0,99,6,3
Cc1cc2ccccc2c(=O)n1CC(=O)Nc1ccc2c(c1)OCO2,0.6,-4,0.0,.,-9,-1,1,89,-24,.
CCOc1cc(N2CCOCC2)c(OCC)cc1NC(=O)CSc1ncn[nH]1,-0.5,5,0.6,5,11,3,-4,99,5,-3
O=[N+]([O-])c1ccc(N=Nc2ccc(O)cc2O)cc1,-1.9,2,-0.7,-6,-1,-2,18,94,0,-20
COc1cc(NC(=O)CN2C(=O)COc3ccc(S(=O)(=O)N4CCOCC4)cc32)cc(OC)c1,-0.4,-1,0.4,-6,1,1,4,104,-5,-3
Cc1cccc(C)c1NC(=O)COC(=O)CCC(=O)c1cccs1,1.4,-5,0.1,3,1,0,-3,92,12,-1
O=C(NCC(=O)N(Cc1cccs1)C(C(=O)NC1CCCCC1)c1ccncc1)c1ccco1 (centres undefined),-0.7,0,0.5,.,0,1,3,91,0,6
COc1ccccc1NC(=S)N1CCN(c2nc(-c3ccccc3)cs2)CC1,-0.4,13,0.5,-1,12,-5,0,101,-1,-9
COc1cc(S(=O)(=O)N2CCN(Cc3ccc4c(c3)OCO4)CC2)ccc1NC(C)=O,-1.6,-10,-0.1,-6,-1,-1,-2,84,4,-3
O=C(c1c(F)cccc1F)N1CCCC(c2nc(-c3ccc(F)cc3)no2)C1 (centres undefined),0.7,-3,0.0,-10,-1,-1,4,91,-1,5
Cc1ccc(C)c(OCCn2c(=O)c3c(ncn3C3CCCC3)n(Cc3ccccc3)c2=O)c1,0.7,-1,1.4,-3,-2,-6,-12,102,-3,5
CCOc1ccc(CN(C(=O)c2cc(=O)c3cc(C)cc(C)c3o2)C2CCS(=O)(=O)C2)cc1 (centres undefined),1.6,-39,-0.5,-3,6,3,9,99,-5,-4
Cc1ccc(C(=O)NCC(=O)NCC(c2cccs2)N2CCOCC2)cc1C (centres undefined),-0.5,-1,-0.1,-4,-10,-1,-1,100,-2,6
CC(=O)Oc1ccc2c(c1)cc(C)n2C,-2.6,10,-0.6,-4,5,0,10,93,4,9
CNC(=S)N(C)/N=C1/C(=O)N(Cc2c(Cl)cccc2Cl)c2ccccc21,-0.6,-8,0.9,-6,0,4,-14,97,0,-3
COc1cc(/C=C/C(=O)OC[C@H]2O[C@H](OC3(CO)OC(CO)C(O)C3O)[C@H](O)[C@@H](O)[C@@H]2O)ccc1O (some centres undefined),-1.7,-5,0.1,-3,0,2,10,98,-10,0
CCOC(=O)/C(C#N)=C\c1ccco1,-2.2,4,0.2,-5,-4,2,-2,99,-3,5
CC(=O)c1c(C(C)=O)c(C)n(-c2ccc(N)c(C)c2)c1C,0.6,0,0.1,-5,0,0,-1,99,-9,0
O=C(Nc1ccccc1)Nc1ccccc1NS(=O)(=O)c1cccs1,-0.5,-1,-0.2,-16,0,0,-1,104,10,-5
CCCCC/C=C/C1=CC(=O)C[C@H](c2ccc3c(c2)OCO3)C1,-0.2,-4,-0.1,-5,4,2,-12,98,0,1

# Overlap with the part before: 3 compounds; new compounds follow.
SMILES,hiPSC survival,Granule exo inh,aDG glyco act,CaV13 ICDI inh,HTR2A ag,Glyco luc inh,H9c2 protect,ABCB6 inh 2,PDI turbidity,Vif inh
CC(=O)c1c(C(C)=O)c(C)n(-c2ccc(N)c(C)c2)c1C,0.6,0,0.1,-5,0,0,-1,99,-9,0
O=C(Nc1ccccc1)Nc1ccccc1NS(=O)(=O)c1cccs1,-0.5,-1,-0.2,-16,0,0,-1,104,10,-5
CCCCC/C=C/C1=CC(=O)C[C@H](c2ccc3c(c2)OCO3)C1,-0.2,-4,-0.1,-5,4,2,-12,98,0,1
COCCNC(=O)C(c1ccco1)N(C(=O)Cn1nnc2ccccc21)c1cc(C)ccc1C (centres undefined),1.8,4,-0.3,3,-4,-1,-2,89,-5,-5
CN(C)c1ccc(C(=N)Cc2ccc3ccccc3n2)cc1,0.4,-1,-0.1,-6,-2,-5,-2,263,-1,1
Cc1ccc2c(c1)C(c1ccccc1)N(C(=O)C(C)C)CC(=O)N2 (centres undefined),-0.3,3,0.2,-6,6,-4,-2,97,2,-1
CC(=O)NC(Cc1cccc(F)c1)C(=O)NC1CCN(C(=O)c2ccc(C)cc2)CC1 (centres undefined),-0.6,5,0.6,-6,-2,2,4,98,-3,1
NS(=O)(=O)c1ccc(CCNC(=O)Nc2ccc(Cl)cc2)cc1,-0.7,6,0.1,-4,-3,-3,2,99,1,.
Cc1ccccc1SCC(=O)NNC(=O)c1ccncc1,-0.5,0,-0.3,-4,4,0,0,100,-8,-3
Cc1noc(C)c1CSCC(=O)Nc1cc(S(=O)(=O)N2CCCCC2)ccc1OC(C)C,0.5,-4,0.3,-6,2,-3,1,96,11,-5
Cc1ccc(C(=O)Nc2nc3ccccc3s2)s1,-3.0,-7,-0.1,-3,2,-16,-18,105,-3,-2
CCN(CC)CCOc1c(C)cccc1Cl,-0.5,-3,0.6,-4,1,-1,-5,98,3,30
O=c1c2ccccc2oc2cc(-c3ccc4[nH]ccc4c3)ccc12,0.8,-3,-0.1,-5,-11,18,-22,99,0,-6
Cc1c(/C=N/NC(=O)c2cccs2)c2ccccc2n1Cc1ccccc1Cl,-0.6,-3,0.0,-3,-2,-13,-7,96,-5,-18
O=C(CSC1CS(=O)(=O)c2cc([N+](=O)[O-])ccc21)NNC(=O)c1ccccc1 (centres undefined),-0.8,20,0.2,-2,-1,-4,3,94,-7,-18
CC(=O)C1=C(c2ccccc2)NC(=S)NC1c1cc(Cl)c(OC(C)C)c(Cl)c1 (centres undefined),1.5,-2,0.9,-18,-4,-4,-2,100,5,10
Cc1ccc(S(=O)(=O)C(CNC(=O)C(C)C)c2cccs2)cc1 (centres undefined),-0.4,-2,0.2,-2,4,0,2,95,1,19
Cc1ccc(Nc2nc(Cl)c(C=O)s2)cc1,-0.4,?,0.3,-17,-4,1,-12,164,-1,-4
C[C@H](CO)N1C[C@H](C)[C@@H](CN(C)S(=O)(=O)c2ccc(F)cc2)Oc2ccc(NC(=O)Cc3ccccc3)cc2C1=O,-1.4,19,0.1,-4,1,2,6,101,-2,0
COc1ccccc1CNC(=O)COn1nnc2ccc(S(=O)(=O)N3CCOCC3)cc21,0.1,-6,0.1,-5,-5,-1,5,97,0,-6
O=C(CNCc1ccccc1)Nc1ccc(Cl)cc1,1.2,6,0.7,-18,-6,2,-2,100,1,-8
